PKA-R2B act – activators of PKA-R2B holoenzyme, primary screen, biochemical, fluorescence polarization, Cy5-IP20, human. cAMP-dependent protein kinase catalytic subunit beta (Homo sapiens) + cAMP-dependent …. PKA-R2B holoenzyme dissociation; R2B truncated from residue 108, S112A mutant; 0% DMSO only, 100% 113 µM cGMP. activation, % at 11.4 µM. 0.079% of 340,000 active. AID 504700, 2011;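 active = activation above a cutoff set at the mean over all compounds plus 3 SD, cut at about 18% in these data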;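 note: higher means more holoenzyme dissociation and a rise in polarization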
AddAB inh – growth inhibition of E. coli expressing H. pylori AddAB, primary screen, AddAB inhibitor project, absorbance. inhibition, % at 11.9 µM. 0.29% of 330,000 active. AID 435030, 2010; in the data active = inhibition above about 12%;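 note: 0% = vehicle wells of infected cells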
PfHsp90 yeast 2 – growth inhibition of PfHsp90-expressing yeast, primary screen, antimalarial PfHsp90 inhibitor project, S. cerevisiae, BacTiter-Glo luminescence, single point, set 2 | BacTiter-Glo ATP, 48 h; yeast lacking PDR1 and PDR3 efflux regulators | inhibition, % at 9.4 µM | 0.32% of 310,000 active | AID 504621, 2011;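 active = every replicate shows inhibition above about 80%, whatever the replicate mean, limit read from the data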;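 note: 0% = DMSO neutral controls and 100% = 20 µM radicicol positive controls; yeast relying on Plasmodium falciparum Hsp90 in place of its own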
Tat export inh – E. coli Tat export inhibitors, primary screen, MC4100, TorA-mCherry reporter, fluorescence, single point; inhibition, % at 10 µM; 0.036% of 340,000 active; AID 488895, 2010;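 active = mean replicate inhibition at least 50% and at least half of replicates individually reaching 50%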;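 note: exported cargo escapes ClpAP degradation while cytoplasmic cargo is degraded and loses fluorescence; 0% = median of neutral control wells and 100% = median of NaSCN control wells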
phage Ecoli inh – growth loss of phage-infected E. coli, primary screen, RecBCD inhibitor project, absorbance, with phage, HTS. inhibition, % at 11.9 µM. 0.26% of 360,000 active. AID 651602, 2012; in the data active = inhibition above about 11%
HTR5A inv ctr – HTR5A inverse agonists in luminescence cell assay, primary screen, counter-screen for OPRM1-OPRD1 heterodimer inverse agonist project, full-deck HTS | 5-hydroxytryptamine receptor 5A (Homo sapiens), P47898 | HTR5A cell line, inverse agonism | inhibition, % at 9.3 µM | 0.083% of 340,000 active; in the data active = inhibition mostly above about 23%, no sharp cut-off; inactive = mostly below about 18%;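 note: 0% = cells with DMSO and 100% = no-cell wells with DMSO; some compounds called inactive have numbers as strong as hits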
MOR-DOR inv ag – inverse agonists of MOR-DOR heterodimerization, primary screen, cell-based, luminescence; Mu-type opioid receptor (Homo sapiens) + Delta-type opioid receptor (Homo sapiens), …; cell-based MOR-DOR heterodimer luminescence, inverse agonism; inhibition, % at 9.3 µM; 0.21% of 340,000 active; in the data active = inhibition above about 22%, passing the limit was not always enough;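 note: 0% = cells with DMSO and 100% = wells without cells with DMSO; values of inactives mirror those of a sister screen read the other way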
Target sequence (P35372 whole entry, looked up): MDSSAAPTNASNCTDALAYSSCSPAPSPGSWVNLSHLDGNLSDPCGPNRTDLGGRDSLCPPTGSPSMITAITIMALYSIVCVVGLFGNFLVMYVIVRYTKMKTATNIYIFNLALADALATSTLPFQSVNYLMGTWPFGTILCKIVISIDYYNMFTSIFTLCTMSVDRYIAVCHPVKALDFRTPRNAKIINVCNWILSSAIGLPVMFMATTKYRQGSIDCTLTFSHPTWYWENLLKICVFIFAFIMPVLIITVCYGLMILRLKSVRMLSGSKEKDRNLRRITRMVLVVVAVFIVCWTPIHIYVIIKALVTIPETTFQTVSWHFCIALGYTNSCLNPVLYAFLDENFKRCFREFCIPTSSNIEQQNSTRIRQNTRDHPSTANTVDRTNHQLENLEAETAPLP
Target sequence (P41143 whole entry, looked up): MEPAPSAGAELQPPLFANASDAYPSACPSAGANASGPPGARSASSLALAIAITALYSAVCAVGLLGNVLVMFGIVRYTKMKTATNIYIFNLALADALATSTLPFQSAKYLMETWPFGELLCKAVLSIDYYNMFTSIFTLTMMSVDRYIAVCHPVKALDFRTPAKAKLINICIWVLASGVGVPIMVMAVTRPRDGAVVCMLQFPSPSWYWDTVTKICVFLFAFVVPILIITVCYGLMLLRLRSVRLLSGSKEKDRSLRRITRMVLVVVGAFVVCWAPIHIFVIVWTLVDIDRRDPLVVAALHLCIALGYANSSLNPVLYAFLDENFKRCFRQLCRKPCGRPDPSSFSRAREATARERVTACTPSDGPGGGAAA
OPRM1-OPRD1 ag – agonists of OPRM1-OPRD1 heterodimerization, primary screen, cell-based, luminescence; activation, % at 9.3 µM; cells; 0.3% of 340,000 active; Mu-type opioid receptor (Homo sapiens) + Delta-type opioid receptor (Homo sapiens), …; in the data active = activation above about 18%;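 note: 0% = vehicle-treated cells and 100% = reference agonist; values of inactives mirror those of a sister screen read the other way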
PKA-R1A activ – activators of PKA-R1A holoenzyme, primary screen, biochemical, fluorescence polarization, Cy5-IP20, bovine R1A, mouse PKAc; PKA-R1A dissociation; scaled: DMSO 0%, 113 µM cGMP 100%; activation, % at 11.4 µM; 0.083% of 340,000 active;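 active = percent activation above the mean of all tested compounds plus 3 SD, cut at about 19% in these data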;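 note: higher means more PKAc released from R1A so a rise in polarization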
E coli growth – E. coli V3065 growth inhibition, primary screen, counter-screen for AddAB inhibitor project, absorbance, OD600. AID 449728, 2010. inhibition, % at 11.9 µM. 18 h. 0.27% of 330,000 active;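 active = inhibition above the campaign's mean inhibition across all tested compounds plus 3 SD, cut at about 9.9% in these data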;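 note: uninfected addAB+ strain grown without phage in ampicillin broth; 0% = DMSO wells and 100% = ciprofloxacin 0.95 µg/ml wells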
Mot1-301 SUMO – yeast Mot1-301 growth rescue at high temperature, primary screen, SUMOylation pathway inhibitor project, S. cerevisiae, ATP luminescence, 38.5C. 1% of 320,000 active. AID 2716, 2010. S. cerevisiae Mot1-301 growth rescue; percent above DMSO median, 100 means doubled. growth rescue, % at 18.8 µM;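 active = every valid replicate shows activation above 250% relative to neutral control wells; inactive = the rest, any valid replicate at or below 250%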;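 note: OY570 slx delta 5 strain wells were the positive control but not used for scaling; some compounds called inactive have numbers as strong as hits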
* = called active by the depositor; x = no result given.

No.	smiles	PKA-R2B act	AddAB inh	PfHsp90 yeast 2	Tat export inh	phage Ecoli inh	HTR5A inv ctr	MOR-DOR inv ag	OPRM1-OPRD1 ag	PKA-R1A activ	E coli growth	Mot1-301 SUMO
1	COc1ccccc1OCc1ccc(C(=O)N2CCOCC2)o1	-20	2.4	1	-7	2.1	7	-9	1.5	-6	0.2	23
2	Nc1ccc(Nc2ccccc2)c(S(=O)(=O)O)c1	0	2.4	-11	-3	0.5	16	-6	1.1	3	0.3	-5
3	O=C(c1cccc(C(F)(F)F)c1)N1CCC(O)(CS(=O)(=O)Cc2ccccc2)CC1	-7	-3.5	x	-3	0.4	0	10	-1.9	-7	-0.9	-2
4	O=C(CSc1nnc(C2CC2)n1Cc1ccco1)NCC(F)(F)F	-8	-0.9	12	8	4.3	-13	17	-3.4	-20	0.1	5
5	C/C(=N\NC(=O)C(O)(c1ccccc1)c1ccccc1)c1ccc(NC(=O)CCCC(=O)O)cc1	1	x	6	-2	0.8	21	20	-6.0	-10	x	3
6	Cc1ccc(-c2noc(CCC(=O)NCC3CCCO3)n2)cc1 (stereo unspecified)	-12	0.8	-53	0	0.6	-1	4	-0.8	5	-0.2	4
7	O=C(CNc1ccc(F)cc1)N/N=C/c1c(O)ccc2ccccc12	4	5.2	-3	3	5.9	-2	-61	12	1	3.3	4
8	COC(=O)CCCNC(=O)c1ccc2nc(Cc3ccc(OC)cc3)oc2c1	-4	2.5	-9	-13	1.1	4	9	-1.9	-1	1.4	-10
9	COc1ccc(Nc2ccc([N+](=O)[O-])cn2)cc1	-8	2.3	14	-9	2.4	7	9	-1.9	-17	-0.2	4
10	CN(C(=O)COC(=O)c1ccc2c(c1)OCO2)c1c(N)n(Cc2ccccc2)c(=O)[nH]c1=O	-5	-1.0	-2	-5	-0.4	6	9	-1.3	-12	0.8	-6
11	COCCOCCn1cnc2ccccc21	-8	3.0	-18	3	3.1	6	4	-0.7	2	1.6	351
12	Cc1ccc(NC(=O)C(C)OC(=O)CCN=C2NS(=O)(=O)c3ccccc32)cc1 (stereo unspecified)	-12	4.2	x	-1	4.6	-5	11	-2.2	-9	1.9	-2
13	COc1ccc(CN(C)C(=O)c2cccc(Oc3ccccc3)c2)c(OC)c1OC	-6	3.6	18	7	2.3	10	1	-0.1	9	-0.9	33
14	COc1ccccc1-c1nc(S(=O)(=O)c2ccccc2)c(N2CCCCC2)o1	9	0.9	10	4	1.4	9	0	0.0	5	-1.9	122
15	COC(=O)c1[nH]c2cc(OC)c(OC)cc2c1NC(=O)CN1C[C@H]2C[C@@H](C1)c1cccc(=O)n1C2	-7	0.5	7	-1	0.9	-4	11	-2.1	0	-0.5	-6
16	C[C@H](NC(=O)OCc1ccccc1)C(=O)N[C@@H](Cc1c[nH]c2ccccc12)C(=O)O	-9	4.5	-2	-5	1.8	-4	13	-2.3	-3	1.7	-13
17	COc1ccc2nc(SCCN(C)C)[nH]c2c1	2	4.5	-25	-1	2.8	12	18	-3.9	6	1.9	3
18	CCOc1ccc2nc(SCC(=O)NCc3ccc4c(c3)OCO4)[nH]c2c1	9	-0.3	9	2	0.8	-7	-4	0.7	-2	-0.6	-7
19	Cc1cc(C(=O)Nc2ccccc2N2CCCCC2)no1	2	0.9	7	5	-0.5	-1	-15	2.8	8	-1.6	69
20	CCOC(=O)C1=C(C)N=c2s/c(=C\C(=O)OC)c(=O)n2C1c1ccc(OC)cc1 (stereo unspecified)	1	-1.6	-25	-2	3.3	-2	-6	1.1	9	1.4	613
21	c1ccc(NC2=NCCN2CC2CCC2)cc1	-3	1.0	38	-4	3.4	4	8	-1.6	-5	-0.7	-5
22	CCc1cc2c(SCC(=O)O)ncnc2s1	0	-0.4	12	-3	3.4	-34	9	-1.6	-5	-0.9	6
23	CCN(CC)c1ccc(/C=C2\CCC(/C=C(\C#N)C(=O)Nc3ccccc3F)=C2N2CCOCC2)cc1	-3	x	40	11	3.2	-9	18	-3.6	-8	x	x
24	Cc1cc(NC(=O)CSc2nc(=O)cc(N)n2-c2ccc(Cl)cc2)no1	-6	0.5	21	13	3.2	2	-3	0.6	4	-1.3	-2
25	O=C(CSc1nnc(-c2n[nH]c3ccccc23)n1-c1ccccc1)Nc1ccccc1Cl	-4	3.6	2	-2	1.2	1	-9	1.5	-10	0.2	12
26	Cc1cccc(-n2c(CNC(=O)c3ccccc3)nnc2SCC(=O)Nc2nccs2)c1	-13	-0.5	1	9	2.5	-12	11	-1.9	-5	1.3	18
27	COc1ccc(-c2c(O)c(C#N)c(-c3ccccc3)n(-c3ccc(OC)cc3)c2=O)cc1	-10	0.4	9	-7	0.2	14	29	-5.8	-17	-0.9	4
28	O=C(CSc1nnc(Cc2ccccc2)n1-c1ccccc1)NNC(=O)Cc1ccccc1	1	-0.1	7	5	2.6	-16	-3	0.5	-1	0.1	1
29	COc1ccc(F)cc1S(=O)(=O)N1CC(C)CC(C)C1 (stereo unspecified)	-6	0.4	-3	1	1.4	-44	8	-1.6	-7	-4.9	-3
30	CCOC(=O)C1CCN(c2c(NCc3ccc(C(=O)Nc4ccc(C)cc4)cc3)c(=O)c2=O)CC1	-5	-0.8	-7	3	0.1	-3	5	-0.9	-4	0.2	10
31	CC(OC(=O)CN1C(=O)NC(C)(C)C1=O)C(=O)c1ccccc1 (stereo unspecified)	-4	-1.3	-12	-5	1.7	-5	7	-1.4	3	0.7	0
32	O=C(Cn1c(=O)n(Cc2ccco2)c(=O)c2ccccc21)NCC1CCCO1 (stereo unspecified)	-1	3.4	14	-6	2.5	7	6	-1.0	-10	-2.5	-17
33	Cc1ccc(S(=O)(=O)NC(C)C(=O)N2CCOCCOCCOCCOCC2)cc1 (stereo unspecified)	-7	3.4	1	-1	0.9	-24	7	-1.0	8	-1.3	-6
34	CCOc1ccc(NS(=O)(=O)c2cc3c4c(c2)CCN4C(=O)CC3)cc1	-3	-0.3	x	8	1.3	-4	12	-1.8	-6	1.5	3
35	CCOc1ccc2c(c1)c(N=NC(N)=S)c(O)n2C	1	-3.6	-7	0	0.9	15	25	-4.8	-10	0.0	-5
36	O=C(COC(=O)C1CC2CCCC(C1)C2=O)NC1CCCCC1 (stereo unspecified)	1	-1.1	-12	5	1.0	-3	-3	0.8	-7	-0.7	-10
37	Cc1cccc(Nc2cc(=O)[nH]c(=O)[nH]2)c1	9	0.5	13	-4	3.9	-10	6	-0.9	11	1.1	4
38	Cc1nc2nc(-c3ccco3)[nH]n2c(=O)c1Cc1ccccc1	-15	8.4	21	-4	4.9	-14	15	-3.6	-2	1.1	10
39	Oc1ccc(/C=N/N(Cc2ccccc2)c2ccccc2)cc1	-12	1.4	97*	14	2.3	-6	-41	8.2	-9	0.2	36
40	CCN1C(=O)[C@H]2[C@@H](c3ccc(C)cc3)N3C(=O)N(c4cccc(F)c4)C(=O)[C@@]3(CC)[C@H]2C1=O	4	1.6	6	-2	-0.3	-35	12	-2.0	-5	1.7	-3
41	Cn1c(=O)c2c(nc(NCCNC(=O)c3ccco3)n2Cc2ccc(Cl)cc2Cl)n(C)c1=O	-9	2.2	-1	6	2.0	14	8	-1.4	-3	-0.1	-16
42	C[C@@H]1CC2OC(=O)[C@@]3(C)C(=O)CC[C@@](C)(C23)[C@@]1(O)CCc1ccoc1 (stereo partly specified)	1	-1.3	-12	8	1.9	-11	6	-1.3	-1	-1.4	1
43	CCn1c(=O)n(-c2ccc(Cl)cc2)c(=O)c2c3c(sc21)COC(C)(C)C3	-3	1.5	-13	4	2.3	-5	9	-1.7	-4	0.2	435
44	CCCCc1nnc(SCCSc2nnc(CCCC)n2N)n1N	-2	1.8	-1	-3	0.4	3	6	-1.1	1	0.1	-19
45	O=C1CC(c2cccs2)Cc2nc(NCC3CCCO3)ncc21 (stereo unspecified)	7	1.6	1	-9	1.9	4	9	-1.4	-1	-0.2	-7
46	O=C(Cn1cccc1)Nc1ccc(OC(F)(F)F)cc1	-5	0.1	-12	-2	4.4	10	-17	3.3	-3	1.7	-6
47	COc1cccc(Nc2nc(C)nc3c2oc2ccccc23)c1	-9	-0.3	-22	12	-1.4	-16	14	-3.2	7	-1.9	451*
48	O=C(NCc1ccc(Cl)cc1)c1ccc(OCC2CCCO2)cc1 (stereo unspecified)	8	0.8	-15	-6	3.7	-9	15	-3.0	-4	-1.3	18
49	O=C(Nc1ccc(-c2nc3cc(Cl)ccc3o2)cc1)C1CCCO1 (stereo unspecified)	-8	-0.2	x	3	1.2	-18	14	-2.8	-1	-1.4	201
